RAD52 inh: RAD52 (human) annealing inhibition. recombinant RAD52 DNA annealing, FRET fluorescence. inhibition, % at 18.7 µM. actives 0.46% (n = 360,000). P43351;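 active = every replicate showing at least 50% inhibition; inconclusive = mean inhibition at least 50% but not in every replicate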
Target sequence (P43351 whole entry, looked up): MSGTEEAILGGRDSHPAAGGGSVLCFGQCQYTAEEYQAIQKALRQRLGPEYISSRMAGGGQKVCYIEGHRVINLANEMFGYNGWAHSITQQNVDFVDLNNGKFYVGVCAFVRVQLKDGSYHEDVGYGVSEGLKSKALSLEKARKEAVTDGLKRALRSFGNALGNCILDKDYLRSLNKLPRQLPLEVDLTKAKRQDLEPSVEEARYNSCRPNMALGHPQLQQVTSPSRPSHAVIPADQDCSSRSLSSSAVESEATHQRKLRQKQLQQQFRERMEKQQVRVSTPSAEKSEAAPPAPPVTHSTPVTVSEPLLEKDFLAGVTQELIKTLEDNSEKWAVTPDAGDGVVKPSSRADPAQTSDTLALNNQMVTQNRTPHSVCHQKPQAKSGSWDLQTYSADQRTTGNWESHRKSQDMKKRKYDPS
S100A4 MyoIIA: S100A4-myosin IIA interaction inhibition | P26447 | actives 0.14% (n = 360,000) | AID 652163 | S100A4/TAMRA-MyoIIA peptide fluorescence polarization | inhibition, % at 10.7 µM;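 active = mean inhibition of at least 70% across replicates, with every replicate also reaching that level; inconclusive = mean inhibition reaches 70% but some replicates fall short; inactive = mean inhibition below 70%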
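assay system = human S100A4 monomer with TAMRA-labelled myosin IIA peptide | also added = labelled myosin peptide probe, 5 nM | incubation = 5 min between mix addition and reading | control set = DMSO and TFP controls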
ERAP1 inh: blocks human ERAP1 aminopeptidase activity; actives 0.15% (n = 340,000); recombinant ERAP1, Leu-AMC fluorescence, 60 min; inhibition, % at 10.7 µM; AID 652197; Q9NZ08;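 active = mean replicate inhibition of at least 30%, or all replicates individually reaching that 30% level; inactive = mean below 30% and not every replicate reaching it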;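 also: 0% = neutral control wells and 100% = L-leucinethiol positive control wells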
RAD54 branch: blocks human RAD54 Holliday junction branch migration; FAM/BHQ fluorescence; inhibition, % at 10.4 µM; actives 0.14% (n = 360,000);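 active = mean normalized replicate activity at least 40 and at least half of replicates scoring 40 or more; inconclusive = only one of the two criteria met; inactive = mean below 40 and under half of replicates reaching 40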;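 also: 0% = median of neutral control wells and 100% = median of positive control wells; inhibitors cause a drop in the FAM fluorescence signal; in these data hits start at about 50%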
esBAF inh: SWI/SNF esBAF complex inhibition; mouse ES cells, Bmi1-luciferase knock-in reporter, 24 h; 100% = twice the neutral-well signal; reporter increase, % at 12.5 µM; actives 2% (n = 350,000); in the data active = activation above about 40%; inconclusive = no clear call, values can overlap the other calls;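 also: 0% = median of the plate's neutral control wells and 100% = double that signal; a rise in the Bmi1 reporter signal indicates esBAF inhibition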
ERp5 block: blocks human ERp5 reductase activity on insulin; ERp5 insulin aggregation, absorbance 650 nm, 90 min; inhibition, % at 9.99 µM; actives 0.05% (n = 350,000); AID 651711;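 active = mean replicate inhibition above about 25%, with every replicate also reaching it, limit read from the data, passing the limit was not always enough; inconclusive = only one of those two criteria met; inactive = neither criterion met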
E-sel inducer: E-selectin induction on HUVECs; AID 686992; activation, % at 7.58 µM; HUVEC E-selectin immunofluorescence imaging; normalized: neutral wells 0, TNF-alpha wells 100; actives 0.37% (n = 260,000);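 active = mean E-selectin-positive cell signal at least 10% of the positive control, reached in at least 60% of replicates, without over 20% cell loss; inconclusive = no rule given, readout overlaps actives, possibly toxicity-flagged; inactive = the rest, including those meeting only one limit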;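 also: in these data hits start at about 27%; measured in HUVEC primary endothelial cells; signal is the percent of cells scored E-selectin positive by PE staining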
Target sequence (P16581 whole entry, looked up): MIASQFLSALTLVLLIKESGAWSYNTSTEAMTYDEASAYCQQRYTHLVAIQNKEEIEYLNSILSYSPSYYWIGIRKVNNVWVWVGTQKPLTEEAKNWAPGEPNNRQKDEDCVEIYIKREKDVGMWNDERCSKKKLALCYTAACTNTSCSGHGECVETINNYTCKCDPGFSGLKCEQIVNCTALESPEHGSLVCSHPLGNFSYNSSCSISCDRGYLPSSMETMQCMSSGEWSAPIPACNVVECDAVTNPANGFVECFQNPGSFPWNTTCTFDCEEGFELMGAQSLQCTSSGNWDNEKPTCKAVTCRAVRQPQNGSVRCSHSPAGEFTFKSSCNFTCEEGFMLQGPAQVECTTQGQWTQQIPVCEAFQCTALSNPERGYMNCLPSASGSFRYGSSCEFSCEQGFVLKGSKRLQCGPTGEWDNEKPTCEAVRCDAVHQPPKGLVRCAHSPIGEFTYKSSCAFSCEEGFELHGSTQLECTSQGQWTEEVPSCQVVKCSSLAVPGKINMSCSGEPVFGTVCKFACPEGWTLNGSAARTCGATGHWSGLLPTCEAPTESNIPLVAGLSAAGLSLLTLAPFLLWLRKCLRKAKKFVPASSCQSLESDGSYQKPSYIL
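System: HUVEC / Compound: single concentration / Signal: immunofluorescence imaging / Read-out: percent E-selectin-positive cells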
Xi reactivation: reactivates the inactive X chromosome in mouse fibroblasts. XiGFP mouse fibroblasts, % GFP-positive cells imaging, 3 d; cells co-treated with 5-aza-dC sensitizer; scaled so ellipticine positive control = 100%. activation, % at 7.58 µM. actives 0.055% (n = 360,000). AID 743238;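 active = mean normalized replicate activation at least 10% and every replicate at or above 10%; inconclusive = only one of the two criteria met; inactive = mean below 10% and not all replicates reach 10%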;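 also: 0% = median of on-plate neutral control wells and 100% = ellipticine 6 µM median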
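Assay system: SV40-immortalized XiGFP fibroblast cells, line 68-5-11; buffer or medium: DMEM plus 5-aza-dC sensitizer; compound: one concentration, pinned; timing: compounds 3 days, fix/stain 15 min at room temperature; benchmarks: positive control ellipticine, 6 µM final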
* hit, by the source's call; ? = inconclusive; · = no result given; & = joins results of further samples. Compounds were not picked by outcome. Share with any hit: about 2.5%.

canonical_smiles | RAD52 inh | S100A4 MyoIIA | ERAP1 inh | RAD54 branch | esBAF inh | ERp5 block | E-sel inducer | Xi reactivation
CCC(CO)NC(=O)c1ccccc1C(F)(F)F (configuration not stated) | -8 | 26 | -1 | · | · | -2 | 4.7 | 0.0
C[C@@H]1CCCCO[C@@H](CN(C)Cc2ccc(C(=O)O)cc2)[C@H](C)CN([C@@H](C)CO)C(=O)c2cc(NC(=O)C3CCCCC3)ccc2O1 | 7 | -2 | -2 | 7 | -2 | 0 | 0.6 | -0.1
CCN1CCN(CCCNC(=O)Cn2cc3c(n2)CCCC3)CC1 | -3 | -3 | 0 | -15 | -1 | 6 | -0.1 | 0.3
COc1ccc(C=O)cc1OC(=O)C1(C)Cc2ccccc2C(=O)O1 (configuration not stated) | -9 | 33 | · | -4 | · | 4 | 1.1 | ·
O=C1NC[C@H](CCCCN2C[C@@H](Cc3ccccc3)N(CC3CCCCC3)C(=O)C2=O)N(CCC2CCCCC2)C1=O | 12 | -1 | -4 | · | · | -5 | 0.0 | 0.1
Cc1ccc(NC(=O)C2CC(=O)n3ncnc3N2)cc1C (configuration not stated) | -13 | 2 | -5 | -3 | -1 | 1 | 4.7 | 0.0
O=C1NC[C@H](Cc2ccc(O)cc2)N(C[C@@H]2CCCN2C[C@H](Cc2ccccc2)N2C[C@H](Cc3ccccc3)N(CC3CCCCC3)C(=O)C2=O)C1=O | -13 | 0 | -3 | · | · | -2 | -0.3 | 0.0
CC1=C(C)SC(=C(C#N)c2nnc(N3CCOCC3)n2-c2ccccc2)S1 | 3 | -24 | 0 | · | · | -1 | · | ·
CC1CCN(S(=O)(=O)c2ccc3c(c2)N(CC(=O)NCCCN2CCCC(C)C2)C(=O)CS3)CC1 (configuration not stated) | -45 | -5 | 0 | -2 | 1 | 3 | · | -0.1
CC(=O)Nc1ccc(CNc2nc3cc(-c4ccc(F)cc4)sc3c(=O)n2C)cc1 | -11 | 3 | 8 | 14 | 68* | 0 | -0.1 | 0.1
CC(C)NC(=O)N(C)C[C@@H]1Oc2ncc(C#Cc3ccc(F)cc3)cc2C(=O)N([C@@H](C)CO)C[C@H]1C | 5 | -10 | -1 | -2 | -2 | -4 | -0.2 | -0.6
Cc1ccc2c(C)c(C(=O)NCC(C)(C)N3CCOCC3)oc2c1C | -4 | 0 | 3 | -3 | 0 | 1 | 0.1 | 1.1

Only Xi reactivation, RAD54 branch and RAD52 inh (4 entries from above):
SMILES	Xi reactivation	RAD54 branch	RAD52 inh
C[C@@H]1CCCCO[C@@H](CN(C)Cc2ccc(C(=O)O)cc2)[C@H](C)CN([C@@H](C)CO)C(=O)c2cc(NC(=O)C3CCCCC3)ccc2O1	-0.1	7	7
CCN1CCN(CCCNC(=O)Cn2cc3c(n2)CCCC3)CC1	0.3	-15	-3
COc1ccc(C=O)cc1OC(=O)C1(C)Cc2ccccc2C(=O)O1 (configuration not stated)	·	-4	-9
O=C1NC[C@H](CCCCN2C[C@@H](Cc3ccccc3)N(CC3CCCCC3)C(=O)C2=O)N(CCC2CCCCC2)C1=O	0.1	·	12

Later entries
canonical_smiles | RAD52 inh | S100A4 MyoIIA | ERAP1 inh | RAD54 branch | esBAF inh | ERp5 block | E-sel inducer | Xi reactivation
COc1ccc(S(=O)(=O)N(C)C[C@H]2OCCCC[C@H](C)Oc3ccc(NC(=O)Nc4c(C)noc4C)cc3C(=O)N([C@H](C)CO)C[C@H]2C)cc1 | -39 | -6 | -2 | -1 | -1 | -6 | -0.2 | 0.1
Cc1ccc(SCC(=O)OCC(=O)N(CCC#N)c2ccccc2)cc1 | 2 | -2 | -4 | 8 | -4 | -11 | · | 0.1
COCCn1c(SCC(=O)N2CCCCCC2)nc2c([nH]c3ccccc32)c1=O | 1 | -7 | 4 | -6 | 12 | -1 | · | 0.3
COc1ccc(-c2oc(=O)c3cc(OC)c(OC)cc3c2C#CCCCO)cc1 | -10 | -7 | 0 | -3 | -6 | 2 | 0.4 | 0.1
O=C(C1CCCCC1)N1C[C@H](n2cc(C3CC3)nn2)[C@@H](O)C[C@@H]1c1ccccc1 | 2 | -3 | 7 | 8 | 4 | 4 | 0.7 | -0.1
Cc1ccccc1CS(=O)(=O)c1ccc(C(=O)N2CCC(C)CC2)cc1[N+](=O)[O-] | -2 | 4 | -1 | · | · | -2 | -1.0 | 0.2
O=C(C[C@@H]1C[C@H]2c3cc(NC(=O)CC4CC4)ccc3O[C@H]2[C@H](CO)O1)NCC(F)(F)F | 7 | 5 | -4 | -10 | -4 | 2 | -0.2 | 0.3
CCCC(C(=O)NC(C)(C)C)N(CC1CCCO1)C(=O)CNS(=O)(=O)c1ccc(F)cc1 (configuration not stated) | -8 | 6 | 3 | -11 | -7 | -4 | · | 0.1
CCc1cc(=O)oc2cc(OCC(=O)NCCCN3CCOCC3)c(Cl)cc12 | -8 | 1 | -6 | 4 | -5 | 0 | · | 0.0
Cc1ccc(OCCNC(=O)c2ccccc2OCc2c(C)noc2C)cc1 | -13 | -3 | -2 | 4 | 0 | -8 | -0.1 | 0.0
NS(=O)(=O)c1ccc(NC(=O)CSc2cn[nH]n2)cc1 | -5 | 9 | -4 | 1 | -3 | 3 | · | 0.0
CCc1cccc(CC)c1N1C(=O)CC(Sc2ccccc2N)C1=O (configuration not stated) | -6 | -1 | -7 | 15 | 2 | -6 | -1.4 | 0.0

Part of the list above, with values under each structure:
Screens in order: RAD52 inh	S100A4 MyoIIA	ERAP1 inh	RAD54 branch	esBAF inh	ERp5 block	E-sel inducer	Xi reactivation
- COCCn1c(SCC(=O)N2CCCCCC2)nc2c([nH]c3ccccc32)c1=O
 : 1	-7	4	-6	12	-1	·	0.3
- Cc1ccccc1CS(=O)(=O)c1ccc(C(=O)N2CCC(C)CC2)cc1[N+](=O)[O-]
 : -2	4	-1	·	·	-2	-1.0	0.2
- CCc1cc(=O)oc2cc(OCC(=O)NCCCN3CCOCC3)c(Cl)cc12
 : -8	1	-6	4	-5	0	·	0.0

Additional compounds
canonical_smiles | RAD52 inh | S100A4 MyoIIA | ERAP1 inh | RAD54 branch | esBAF inh | ERp5 block | E-sel inducer | Xi reactivation
CC(SCc1ccccc1)C(=O)Nc1ccccc1 (configuration not stated) | 5 | -4 | -3 | -11 | -1 | -3 | · | -0.1
COc1ccc(C(=O)N2CCN(CCNC(=O)C(=O)Nc3ccc(F)cc3)CC2)cc1 | -13 | -6 | -5 | 1 | 5 | 4 | 0.5 | 0.0
C[C@@H]1CN([C@@H](C)CO)S(=O)(=O)c2ccc(-c3ccccc3F)cc2O[C@H]1CN(C)C(=O)C1CC1 | 6 | 7 | -4 | 2 | 4 | 7 | -0.2 | -0.7
COCCOC(=O)C1=C(C)NC2=C(C(=O)CCC2)C1c1ccc2c(c1)OCO2 (configuration not stated) | 5 | 15 | 5 | · | · | 1 | · | ·
CCC(CC)c1nnc(NC(=O)CCc2ccccc2OC)s1 | -5 | -2 | 0 | -5 | -9 | 1 | · | 0.2
C[C@@H]1CN([C@H](C)CO)C(=O)c2cc(NS(=O)(=O)c3cccs3)ccc2O[C@@H](C)CCCCO[C@H]1CN(C)S(=O)(=O)c1cccs1 | -32 | -21 | 0 | -11 | -5 | -1 | 0.9 | 0.2
CC(=O)NC(c1ccc(F)c(F)c1)c1nc(-c2ccc3c(c2)OCO3)cs1 (configuration not stated) | 5 | -2 | 1 | 4 | -8 | 0 | -0.1 | 0.0
COc1ccc(NC(=O)C(OC(=O)c2ccccc2)c2cccs2)cc1 (configuration not stated) | 2 | -19 | 2 | 10 | · | -3 | · | ·
CCOc1ccc(Br)cc1/C=N/O | -13 | -5 | -1 | -4 | -15 | 9 | · | ·
O=C(c1ccco1)N1CCCN(Cc2nc(-c3cccs3)no2)CC1 | -14 | 0 | 2 | · | · | ? | -0.2 | -0.3
O=C(CC1C(=O)NCCN1Cc1cccc(Oc2ccccc2)c1)NCCc1ccncc1 (configuration not stated) | -26 | 4 | 1 | -5 | -3 | -4 | 1.9 | 0.0
Cc1ccc(S(=O)(=O)N2CCC(=O)N(C(COCc3ccc(Cl)cc3)Cc3ccccc3)CC2)cc1 (configuration not stated) | -10 | 12 | -1 | 7 | -18 | 4 | 0.0 | 0.0
CC(=C/c1ccc(C(C)C)cc1)/C=N/NC(=O)c1ccncc1 | -5 | 1 | 1 | · | -11 | 0 | · | -0.1
CCC(=O)N1[C@@H]2CN(S(=O)(=O)c3ccccc3F)c3ccccc3[C@@H]2[C@@H]1CO | 2 | -29 | 1 | -15 | -9 | 3 | 0.3 | 0.4
O=c1[nH]nc(-c2ccc(F)cc2)cc1Cc1ccccc1 | 5 | -1 | 2 | · | · | 6 | 7.6 | 0.1
O=C(CSc1nnc2ccccn12)NNC(=O)c1cccc([N+](=O)[O-])c1 | -6 | -2 | -4 | 5 | -4 | -1 | 0.1 | -0.1
COc1cccc(C2NC(CCSC)(C(=O)O)C3C(=O)N(C(C)C)C(=O)C23)c1O (configuration not stated) | -23 | -15 | · | -7 | 4 | -5 | · | -0.1
C[C@@H]1CN([C@H](C)CO)C(=O)c2ccccc2-c2ccccc2CO[C@@H]1CN(C)S(=O)(=O)c1ccccc1C#N | 12 | 3 | 3 | -2 | -1 | 0 | -1.0 | -0.5
COCCN1CCN(C(=O)c2ccc3oc(CCCc4ccccc4)nc3c2)CC1 | -10 | 0 | 2 | -1 | 39 | 1 | 3.7 | -0.1
COc1ccccc1C(=O)Nc1cc2cc(Br)ccc2oc1=O | -5 | 1 | 1 | 3 | 27* | -1 | · | ·
CSc1nnc(C2CCN(CC(=O)Nc3ccccc3N3CCOCC3)CC2)n1C(C)C | -7 | 13 | -6 | 4 | -2 | 3 | · | 0.1
COc1ccc(Cl)cc1-c1nc(-c2ccc(Br)o2)no1 | -4 | -3 | 3 | 3 | 51* | -1 | 0.3 | 0.2
COc1c2c(cc3oc(CO[C@@H]4O[C@H](CO)[C@@H](O)[C@H](O)[C@H]4O)cc(=O)c13)O[C@H](C(C)(C)O)C2 | -22 | -4 | 2 | 6 | -3 | 2 | -0.2 | -0.1
Cc1ccc(-c2nnc(COC(=O)c3ccco3)o2)cc1 | -1 | 4 | -2 | -3 | · | 6 | -0.1 | 0.2
C=CCOC(=O)C1=C[C@H](c2coc3ccccc3c2=O)C[C@H](OCCCCO)O1 | -45&-27 | 6&-4 | 0&-6 | 4&6 | 14 | 3&-1 | -0.3 | 0.0
Cc1ccc(NC(=O)C2C3C=CC4(O3)C2C(=O)N(CCCN2CCCCC2)C4C(=O)NC2CCCCC2)cc1C (configuration not stated) | -17 | 3 | -6 | -12 | -3 | 1 | · | 0.0
O=C(C[C@H]1C=C[C@@H](NS(=O)(=O)c2ccc(F)cc2)[C@@H](CO)O1)N1CCC(Cc2ccccc2)CC1 | -7 | 16 | -4 | -4 | -2 | -4 | -0.6 | -0.5
COc1ccc(OCc2n[nH]c(=S)n2-c2ccc(C)cc2)cc1 | -13 | 6 | 6 | · | · | 3 | 6.0 | 0.0

Bioassay records as filed in PubChem BioAssay.
